Bioassay records as filed in PubChem BioAssay.
14-3-3 PPI: 14-3-3 gamma protein interaction modulation. inhibition, % at 40 µM. FP, 14-3-3gamma / TMR-pS259-Raf peptide binding. actives 0.19% (n = 160,000); in the data active = inhibition above about 30%;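 also: 0% = protein plus tracer without compound and 100% = blank with tracer alone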
Target sequence (P61981 whole entry, looked up): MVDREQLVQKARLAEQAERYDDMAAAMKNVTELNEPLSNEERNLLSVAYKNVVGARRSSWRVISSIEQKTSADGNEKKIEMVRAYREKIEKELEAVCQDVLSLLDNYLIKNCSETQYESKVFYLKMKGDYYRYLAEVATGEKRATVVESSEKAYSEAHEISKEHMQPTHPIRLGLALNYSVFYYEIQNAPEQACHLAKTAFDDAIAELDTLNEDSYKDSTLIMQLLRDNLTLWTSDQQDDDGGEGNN
* = called active by the depositor; & = joins results of further samples. These rows are one share of the data, so the mix of outcomes need not match the whole.

mol	14-3-3 PPI
O=c1[nH]c2cc3c(cc2cc1CN(Cc1cccs1)Cc1nnnn1Cc1ccco1)OCCO3	-9.0
O=C(O)CCc1nn2c3ccccc3nc2n(-c2ccccc2)c1=O	-1.9
O=C(O)c1cn(-c2ccccc2)nc1-c1cccnc1	-4.9
Cc1ccc(Oc2cc(C)nc(-c3ccccc3O)n2)cc1	1.6
CCc1ccc(C2C(C(=O)OC(C)(C)C)C(=O)CC(C)(O)C2C(=O)OC(C)(C)C)cc1 (stereo not drawn)	-3.5
O=C(Nc1ccccc1C(=O)N1CCCCC1)c1ccc(Cl)cc1	-6.3
CCC(Oc1ccc(C)c(C)c1)C(=O)O (stereo not drawn)	6.7
CCC(CC)C(=O)N1CC(=O)Nc2ccc(F)cc2C1c1ccccc1 (stereo not drawn)	-0.9
CC1CCCCC1NC(=O)c1cc(=O)[nH]c2ccc(S(=O)(=O)N3CCCCCC3)cc12 (stereo not drawn)	0.6
O=C(c1ccncc1)N1CCN(Cc2cccc(Oc3ccccc3)c2)CC1	-0.1
CCOC(=O)C1=C(C)NC2=C(C(=O)CC(C)(C)C2)C1c1cc(Br)c(CC)s1 (stereo not drawn)	-2.6
CC(C)c1nc2c(c3c1[nH]c1ccccc13)C(=O)CC(C)(C)C2	-9.0
O=C(CCn1nc(-c2ccc(Cl)cc2)ccc1=O)N1CCN(c2ccccn2)CC1	-5.2&-16.4
COC(=O)c1c(NC(=O)c2ccc(C)cc2)sc(C)c1C	-5.7
CCCCN=C(NCCCC)S(=O)O	-7.3
O=C(NCc1ccccc1)c1ccc2nc3ccccc3c(=O)n2c1	-6.3
COc1ccccc1N(CC(=O)Nc1ccc2c(c1)OCO2)S(=O)(=O)c1ccc(C)cc1	-30.4
CCCCN(CC)C(=O)C1c2ccccc2C(=O)N(C)C1c1c[nH]c2ccccc12 (stereo not drawn)	11.9
O=C(Nc1ccncc1)c1cccs1	0.1
CCCC1=[N+](CC)CCn2c(C)ccc21	-3.2
O=C(Nc1ccc(Br)cc1)c1noc2c1CCC2	-25.1
COc1cc(OC)cc(-n2c(=O)c3sccc3n(CC(=O)Nc3ccc(OC)cc3OC)c2=O)c1	-21.7
COc1ccc(CNC(=O)CN2CCN(Cc3ccccc3C)C2=O)cc1	-4.7
N#Cc1ccc(-c2ccc(OC(=O)C34CC5CC(CC(C5)C3)C4)cc2)cc1	4.2
CCC(=O)N1CCc2cc(S(=O)(=O)NCCC(=O)N3c4ccccc4CC3C)ccc21 (stereo not drawn)	-8.1
Cc1cc(C)cc(N(CC(=O)NC2CCC(C)CC2)S(=O)(=O)c2c(C)noc2C)c1 (stereo not drawn)	2.5
C=CCN=C(NC#N)SCC(=O)NC(C)(C)C	-1.6
O=c1cc(N2CCCC2)[nH]c(=O)n1-c1ccc(Cl)cc1	-7.9
O=C(O)C(Oc1ccc2c3c(c(=O)oc2c1)CCC3)c1ccccc1 (stereo not drawn)	-0.9
COc1cccc(NC(=O)Cn2ncc3c(=O)oc4ccccc4c32)c1	1.7

mol	14-3-3 PPI
CCN(CCCNC(=O)C1CCN(S(=O)(=O)c2cccc3nonc23)CC1)Cc1ccccc1	-6.1
OC(CCN1CCCCC1)(c1ccccc1)C1CCCCC1 (stereo not drawn)	-8.3&-3.5
Cc1ccc2nc(-c3ccccc3Cl)cc(C(=O)Nc3cc(C)on3)c2c1	-6.2
O=C(O)CCC(=O)N(Cc1cccs1)Cc1cccs1	-8.4
CCOC(=O)c1cnc2c(OC)cccc2c1Nc1ccc(C(F)(F)F)cc1	3.2
CCN(Cc1ccccc1)S(=O)(=O)c1ccc2c(c1)CCN2C(=O)C1CC1	8.9
COc1ccc(NC(=O)N2CCC(O)(c3cccnc3)CC2)c(OC)c1	3.6
CCN1CCN(Cc2ccc(OC)c(OCc3ccccc3)c2)CC1	-2.5
COc1ccccc1N1CCN(C(=O)c2cc(-c3cccs3)on2)CC1	-8.5
Cc1c(N=Cc2ccc(N(C)C)cc2)c(=O)n(-c2ccccc2)n1C	-6.9
O=C1c2ccccc2C(=O)N1CCCc1nc(-c2ccc(Cl)cc2)no1	1.3
Cc1ccc2nc(C)c(C)nc2c1N	-6.8
CC(=O)N1N=C(c2ccc(F)cc2)OC12CCCCC2	8.2
COc1cc(C(=O)Oc2ccc3c4c(c(=O)oc3c2)CCC4)cc(OC)c1OC	-1.6
CCOC(=O)c1[nH]c2ccccc2c1NC(C)=O	1.3
O=C(CSC1=NCCS1)N1CCN(c2ccccc2)CC1	-4.2
COc1ccc(C2NC(=O)NC(C)=C2C(=O)OCCSC)cc1 (stereo not drawn)	-13.1
O=S(=O)(N=Cc1ccccc1)c1cccs1	7.8
COc1ccc(-n2ncc3c(Nc4ccc(OCc5ccccc5)cc4)ncnc32)cc1	-0.8
COc1ccc(C2C3C(=O)N(c4ccccc4Cl)C(=O)C3ON2c2ccccc2)cc1 (stereo not drawn)	-5.5
COc1nnc(-c2ccc(C)c(S(N)(=O)=O)c2)c2ccccc12	0.0
CC(C)COC(=O)c1ccc2c(c1)C(=O)N(c1ccc(Oc3ccccc3)cc1)C2=O	-0.2
O=C(O)c1ccc(-c2ccc([N+](=O)[O-])cc2)cc1	-0.5
Cc1cc(I)ccc1NC(=O)c1sc2ncn(Cc3cccc(F)c3)c(=O)c2c1C	-21.0
CCn1c(N)c(C(N)=O)sc1=S	-5.8&-2.8
COc1ccc(CN2CC(C(=O)NCCCN3CCCCCC3)CC2=O)cc1 (stereo not drawn)	-0.9&-4.2
NC(=O)C1CCN(C(=O)c2ccc3c(=O)n(Cc4ccco4)c(SCC(=O)c4ccccc4)nc3c2)CC1	-14.6
CCCOC(=O)C(CC)Oc1ccc2c(=O)c(Oc3ccccc3Cl)coc2c1 (stereo not drawn)	-66.3
Cc1cc(OCC(O)CN2CCCCC2C)ccc1Cl (stereo not drawn)	-1.3
CC(C)C1C(=O)OC2(C)CC(C)(C)NC(=S)N12 (stereo not drawn)	-4.9

Of the compounds above, 2 contain bromine:
mol	14-3-3 PPI
CCOC(=O)C1=C(C)NC2=C(C(=O)CC(C)(C)C2)C1c1cc(Br)c(CC)s1 (stereo not drawn)	-2.6
O=C(Nc1ccc(Br)cc1)c1noc2c1CCC2	-25.1

Laid out differently: results already given
CCN1CCN(Cc2ccc(OC)c(OCc3ccccc3)c2)CC1
  14-3-3 PPI = -2.5
COc1ccccc1N1CCN(C(=O)c2cc(-c3cccs3)on2)CC1
  14-3-3 PPI = -8.5

New compounds follow:
mol	14-3-3 PPI
CCOc1ccc(N2C(=O)Nc3ccc(Br)cc3C2(O)C(=O)N2CCCC2)cc1 (stereo not drawn)	-8.7
CC1(C)CC(=O)C(Sc2ccc(Br)cc2)=C(OC(=O)c2cccs2)C1	3.2
CC(O)(C#CCN1CCCC1)c1ccccc1 (stereo not drawn)	-2.2
COc1ccc(NC(=O)c2cc(-c3ccco3)on2)cc1OC	-151.2
COC(=O)NC1CSCC1OC(=O)c1ccc(Br)cc1 (stereo not drawn)	-2.1
Cc1ccc(NC(=O)CSc2nc3ccccc3s2)cc1C	-19.3
O=C1CCc2c1[nH]c1ccc(OCc3ccccc3)cc21	3.2
CC1CCCN(C(=O)CN2C(=O)C3C4C=CC(CC4)C3C2=O)C1 (stereo not drawn)	-7.8
O=C(Nc1ccc2c(c1)OCCO2)c1ccc(Cl)c(S(=O)(=O)N2CCOCC2)c1	-0.9
Cc1ccc2[nH]c(C)c(CN(C)C3CCN(C)CC3)c(=O)c2c1	-5.2
Cc1cc(=O)c2c([nH]1)C(O)=C(CN(C)C)C(=O)C2=O	-8.2
COC(=O)C1=C(C(=O)c2ccccc2)C(c2cccs2)n2nnnc2N1 (stereo not drawn)	1.1
CCN(CC)CCN1C(=O)C(=O)c2ccccc21	-1.0
Cc1ccc(S(=O)(=O)NC2=NCN(CC(=O)O)CN2)cc1	-4.8
O=C1NC(=O)C(Nc2ccccc2Cl)S1 (stereo not drawn)	3.6
O=C(COC(=O)c1cnccn1)c1ccc(Br)cc1	6.6
CCOc1ccc(C(F)(F)F)cc1NC(=O)C(c1ccccc1)c1ccccc1	-0.8
COc1ccc(OC)c(C2C(C(C)=O)=C(O)C(=O)N2c2ccc(F)cc2)c1 (stereo not drawn)	0.9&-5.5
CCn1nnc(-c2ccccc2NC(=O)c2cc(OC)c(OC)c(OC)c2)n1	1.2
CCOc1ccc2cc(S(=O)(=O)N3CCOCC3)ccc2c1	0.8
O=S(=O)(c1cccc(-c2csc(-c3cccnc3)n2)c1)N1CCCCC1	-13.8
CC(=O)c1c(C)[nH]c(C(=O)Nc2c(C)n(C)n(-c3ccccc3)c2=O)c1C	-0.7
COc1ccc(CN2CC(C(=O)NCCCN3CCCC3)CC2=O)cc1 (stereo not drawn)	-1.5
Cc1ccc(N2CC(O)=C(c3nc4ccccc4c(=O)[nH]3)C2=N)cc1	-17.7
CCOC(=O)C1C2C=CC3(CN(Cc4ccco4)C(=O)C13)O2 (stereo not drawn)	-7.1&-5.2
O=C(CCCCCn1c(=S)[nH]c2ccccc2c1=O)NCc1ccccn1	-4.0
COc1ccc(C2C=C(c3ccc(I)cc3)Nc3ncnn32)c(OC)c1OC (stereo not drawn)	-2.5
COc1cccc(NC(=O)c2cccc([N+](=O)[O-])c2)c1	-3.3
Cc1cccc(OCC(=O)NCC(=O)n2nc(C)cc2C)c1	-10.8
CC(=O)C1=C(O)C(=O)N(c2cccc(C(=O)O)c2)C1c1ccccc1F (stereo not drawn)	-2.0

In a second layout: two of the compounds above.
Cc1ccc(S(=O)(=O)NC2=NCN(CC(=O)O)CN2)cc1
  14-3-3 PPI: -4.8
Cc1ccc2[nH]c(C)c(CN(C)C3CCN(C)CC3)c(=O)c2c1
  14-3-3 PPI: -5.2

The listing continues:
Compound	14-3-3 PPI
COc1cc2c(cc1OC)-c1nncn1C(C)(C)C2	4.8
O=C(c1scc2c1CCCC2)N1CCN(c2ccc(O)cc2)CC1	-4.1
Cn1c(=O)c2c(ncn2CC(=O)NC(c2ccccc2)c2ccccc2)n(C)c1=O	0.0
CCCN(CCC)c1nc(-c2ccccc2F)nc2ccccc12	2.1
COC(=O)c1c(N2C(=O)C3ON(c4ccccc4)C(c4ccccc4)C3C2=O)sc2c1CCCC2 (stereo not drawn)	2.4
CCCC(=O)Nc1sc2c(c1C(=O)OCC)CCC(C)C2 (stereo not drawn)	5.2
CCc1cc(-c2n[nH]c(C)c2-c2nc3ccccc3n2C)c(O)cc1O	1.7
CCCCCCSc1cc(C)nc2ncnn12	-1.6
Cc1ccc(NC(=O)c2cc(=O)[nH]c3ccccc23)cc1	-1.5
CCOC(=O)c1c(C)oc2ccc(N(C(=O)c3ccc([N+](=O)[O-])cc3)S(=O)(=O)c3ccc(Br)cc3)cc12	-34.4

In the list so far, 2 contain a cyano group.
Compound	14-3-3 PPI
N#Cc1ccc(-c2ccc(OC(=O)C34CC5CC(CC(C5)C3)C4)cc2)cc1	4.2
C=CCN=C(NC#N)SCC(=O)NC(C)(C)C	-1.6

The list continues.
Compound	14-3-3 PPI
CCOC(=O)c1c(NC(=O)c2cnccn2)sc2c1CCC2	-3.5
O=C(Nc1cccc(F)c1)c1ccc(S(=O)(=O)N2CCOCC2)cc1	-3.0
CC(C)(C)c1cc(C(=O)NCc2cccnc2)ccn1	-7.7
CC(=O)Nc1cc(NC(C)=O)cc(C(=O)NC(C)(C)C)c1	-7.1
O=C(Nc1cc([N+](=O)[O-])ccc1F)c1oc(=O)c2ccccc2c1-c1ccccc1	-3.1
Clc1cccc(CN2CCN(Cc3ccncc3)CC2)c1	-0.3
O=C(C(Cc1ccccc1)n1cccc1)N1CCc2ccccc21 (stereo not drawn)	1.3
N#CC1=C(N)N2C(=C(C#N)C1c1ccccc1)Sc1ccccc12 (stereo not drawn)	0.0
Cn1c(=O)cc(SCC(=O)N2CCN(C3CCCCC3)CC2)c2ccccc21	0.0&-0.5
COC(=O)c1cc(=O)[nH]c(SCc2cccc(C)c2)n1	0.1

Compound	14-3-3 PPI
CCc1ccc(NC(=O)N2CCCN(Cc3ccc(F)cc3)C2)cc1	-8.5
COC(=O)C1=C(C)N(C)C(=O)NC1c1c(Cl)nc2ccccn2c1=O (stereo not drawn)	-110.2
N#CCCn1c(=S)[nH]c2c(=O)[nH]cnc21	-1.3
O=C(CSc1ccc2nnc(-c3ccc(Cl)cc3)n2n1)N1CCN(c2ccccc2)CC1	-6.5
COc1ccc(C2/C(=C(/O)c3ccc(Cl)cc3)C(=O)C(=O)N2CCN2CCOCC2)c(OC)c1 (stereo not drawn)	-2.5
Cc1ccc(CNc2ccc3c(c2)OCO3)cc1	-79.5
COc1ccccc1NC(=O)c1c(NC(=O)c2ccccc2F)sc(-c2ccccc2)c1C	-0.7
CCCC(CCC)C(=O)NCCN1CCOCC1	1.4&-1.5
FC(F)(F)c1nnc2ccc(-n3ccnc3)nn12	-3.9
C=CCOc1nc(-c2ccc(OCCC)cc2)nc2ccccc12	-0.1

Compound	14-3-3 PPI
O=C(NCc1ccccc1Cl)C1CCN(S(=O)(=O)N2CCCCCC2)CC1	0.7&-0.9
O=C1CCCC2=C1C(c1ccc([N+](=O)[O-])cc1)C1=C(CCCC1=O)N2c1ccccc1	-11.9
CCN1C(=O)CC(C(=O)Nc2ccc(Br)cc2)SC1=Nc1ccc(C)c(C)c1 (stereo not drawn)	-5.0
COc1cc(C#N)ccc1OCC(=O)c1ccc2c(c1)OCCO2	2.7
CC(NC(=O)c1ccc(N(C)C)cc1)C(c1cccs1)N1CCN(C)CC1 (stereo not drawn)	-1.2
Cn1c(=O)n(C)c2cc(Cl)ccc21	-3.1
O=C(NCc1ccc(Cl)cc1)c1nn2c(C(F)(F)F)cc(-c3ccco3)nc2c1Cl	4.9
CC(C)Sc1cc(NCCO)c([N+](=O)[O-])c2nonc12	-3.9
Cc1nn(C)c(C)c1Nc1ccc(N2C(=O)CC(C)C2=O)cc1[N+](=O)[O-] (stereo not drawn)	1.1
CN1CCN(Cc2nc3c([nH]2)c(=O)[nH]c(=O)n3C)CC1	-2.5
COC(=O)C(C#N)c1nc2ccccc2nc1N1CCCC1 (stereo not drawn)	-2.7
CC(=O)c1c(C)[nH]c(C(=O)CSc2nnc(-c3ccco3)n2Cc2ccccc2)c1C	-0.5
Fc1ccccc1-c1ncc2ccccn12	6.9
